Compound activity as filed in PubChem.
Giardia kill = Small Molecules that selectively kill Giardia lamblia: qHTS; Giardia lamblia trophozoite viability; activity change, % at 7.66 µM, hits read low; 340,000 tested, 0.15% active; AID 540267, 2011; in the data active = activity change below about -80%; inconclusive = between about -30% and that limit;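 note: parasites exposed to compound for two days anaerobically before the ATP read; % is set by controls: 0 for no effect and ±100 for the full control effect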
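Media and compound were dispensed first, then trophozoites at 100 cells/well; plates sat 48 hrs at 37 deg C without oxygen before ATP luminescence reagent was added and read after 15-30 min at room temperature.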
KCNH2 3.1 block = qHTS for Inhibitors of KCHN2 3.1: Mutant qHTS | Potassium voltage-gated channel subfamily H member 2, brain isoform KCNH2 3.1 (human) | U2OS KCNH2 3.1, thallium flux FluxOr; active compounds read low | activity change, % (tested at about 1.8 µM) | 340,000 tested, 0.95% active | AID 720553, 2013;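 active = maximum activity change below -70%; inconclusive = maximum activity change from -70% to -50%; inactive = maximum activity change above -50%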;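 note: thallium influx rate constant from kinetic fluorescence after stimulation buffer; % is set by controls: 0 for no effect and ±100 for the full control effect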
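FluxOr-based Tl+ influx in U2OS cells transduced with KCNH2 3.1 virus; rate constants normalized to DMSO controls.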
Coupling enz = qHTS Assay for Inhibitors of Fructose-1,6-bisphosphate Aldolase from Giardia Lamblia: Coupling assay counterscreen. coupling enzyme system counterscreen, AmpLite Red fluorescence. activity change, negative = inhibition, % at 58.2 µM, hits read low. 290,000 tested, 0.67% active. AID 2472, 2010; in the data active = activity change below about -30%; note: % is set by controls: 0 for no effect and ±100 for the full control effect
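Coupling enzymes only (glyceraldehyde-3-phosphate) + compound, at 57.5 uM final, 10 min RT; add substrate/coupling/AmpLite Red mix, 20 min RT; fluorescence ex 525/em 598 nm. Actives flag coupling-system interference.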
PKM2 act = qHTS Assay for Activators of Human Muscle isoform 2 Pyruvate Kinase; Pyruvate kinase PKM (Homo sapiens), P14618; purified PKM2, Kinase-Glo ATP luminescence, activation; response scale: 0% is enzyme alone, no compound; Potency, µM (doses to about 57.5 µM), for the others: at the highest dose activation, actives largely listed as activators; 260,000 tested, 0.34% active; note: potency is the fitted concentration of half-maximal effect; % is set by controls: 0 for no effect and ±100 for the full control effect; nearly all actives have a fitted effect of over 55% in size
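ATP formation by purified human PK-M2, quantified via coupled luciferase luminescence after 1 h at room temperature with 0.1 mM ADP and 0.5 mM PEP final.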
MLL CXXC-DNA inh = qHTS Fluorescence Polarization Assay for Inhibitors of MLL CXXC domain - DNA interaction; Potency, µM (highest dose often 115 µM), without a hit: at the top dose activity change, negative = inhibition, actives largely listed as inhibitors; 290,000 tested, 0.037% active; MLL-CXXC / FITC-HOXA9 DNA fluorescence polarization; active = well fitted inhibition curve with a large enough effect in the polarisation, with a control signal flat, not every such curve was filed as active; inconclusive = small, poorly fitted or top-dose-only effect, or effect the other way, or a change in a side signal; inactive = no such curve, though single readings can be large or run the other way; the % refers to the polarisation; note: potency is the fitted concentration of half-maximal effect
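Purified MLL-CXXC (added from a 7 uM solution) was preincubated 5 min at ambient with pinned compounds in 50 mM Tris-HCl pH 7.5, 50 mM NaCl, 1 mM DTT, 0.05% BSA. Fluorescein-labeled HOX-A9 DNA (50 nM solution) followed, 30 min, then polarization read.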
USP2a block = qHTS Assay for Inhibitors of Ubiquitin-specific Protease USP2a Using CHOP2 as the Reporter. AID 463254, 2010. 330,000 tested, 0.01% active. Ubiquitin carboxyl-terminal hydrolase 2 (Homo sapiens), O75604. Potency, µM (series often up to 38.3 µM), for the others: top-dose activity change, negative = inhibition, usual class: inhibitors. USP2 core, Ub-CHOP2 coupled fluorogenic reporter, 485/531;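 note: potency is the fitted concentration of half-maximal effect; plate controls were DMSO wells for no effect and full inhibition by NEM control for full effect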
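Cell-free coupled assay: 10nM USP2 core preincubated 30min RT with compound in Tris-HCl pH 8.0/CaCl2/CHAPS buffer, then 25nM Ub-CHOP2 and 25nM reporter substrate; fluorescence (Ex 485/Em 531) read after 60min RT, normalized to NEM inhibition, concentration-response curves fitted.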
GALK inhibitor = qHTS Assay for Inhibitors of Human Galactokinase (GALK); 270,000 tested, 0.007% active; Purified GALK, Kinase-Glo residual ATP luminescence; P51570; Potency, µM (doses to about 57.5 µM), without a hit: top-dose activity change, negative = inhibition, most hits filed as inhibitors; note: potency is the fitted concentration of half-maximal effect; % is set by controls: 0 for no effect and ±100 for the full control effect
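GALK at 5 nM final was combined with compound, 35 uM ATP and 100 uM galactose in HEPES pH8.0 with MgCl2 and DTT. The reaction ran one hour at room temperature before luminescent ATP detection.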
hERG WT inh = qHTS for Inhibitors of KCHN2 3.1: Wildtype qHTS | AID 720551, 2013 | 340,000 tested, 0.37% active | activity change, % at 1.84 µM | Voltage-gated inwardly rectifying potassium channel KCNH2 (Homo sapiens), Q12809 | U2OS, BacMam KCNH2, thallium flux FluxOr; active compounds read low;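 active = maximum activity change below -70%; inconclusive = maximum activity change between -70% and -50%; inactive = maximum activity change above -50%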; note: % is set by controls: 0 for no effect and ±100 for the full control effect
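U2OS cells were transduced with wild-type KCNH2 virus (2.03 x 10^8 / mL) for 4 h at room temperature, then cultured overnight at 37 C. Thallium flux was read with FluxOr dye. Rate constants were normalized to DMSO controls.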
TRPV1 agonist = HTS Assay for Compounds that Act as Agonists of the Vanilloid Receptor 1; Transient receptor potential cation channel subfamily V member 1 (Homo sapiens), Q8NER1; TRPV1-expressing cells, Fluo-8 calcium influx, agonist mode; activation, % at 8.33 µM; 320,000 tested, 0.19% active; AID 540275, 2011; in the data active = activation above about 80%; inconclusive = between about 30% and that limit; note: 0% is about no effect
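Cells expressing TRPV1 were dye-loaded with Fluo-8 and read kinetically: 10 s baseline, 3 min after compound (agonist portion), then 2 min after EC20 capsaicin (allosteric enhancer portion). Calcium-bound dye fluorescence at 480/520 nm.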
B2AR arrestin = qHTS assay of beta-arrestin-biased ligands of beta2-adrenergic receptor; Beta-2 adrenergic receptor (Homo sapiens), P07550; beta-arrestin recruitment to beta2AR, cell-based reporter; Potency, µM (series often up to 46.1 µM), without a hit: at the highest dose activation, usual class: activators; 330,000 tested, 0.02% active;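 note: potency is the fitted concentration of half-maximal effect; 0% = DMSO controls and full agonism = EC100 isoproterenol or metaproterenol; nearly all actives have a fitted effect of over 65% in size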
Target sequence (P07550 whole entry, looked up): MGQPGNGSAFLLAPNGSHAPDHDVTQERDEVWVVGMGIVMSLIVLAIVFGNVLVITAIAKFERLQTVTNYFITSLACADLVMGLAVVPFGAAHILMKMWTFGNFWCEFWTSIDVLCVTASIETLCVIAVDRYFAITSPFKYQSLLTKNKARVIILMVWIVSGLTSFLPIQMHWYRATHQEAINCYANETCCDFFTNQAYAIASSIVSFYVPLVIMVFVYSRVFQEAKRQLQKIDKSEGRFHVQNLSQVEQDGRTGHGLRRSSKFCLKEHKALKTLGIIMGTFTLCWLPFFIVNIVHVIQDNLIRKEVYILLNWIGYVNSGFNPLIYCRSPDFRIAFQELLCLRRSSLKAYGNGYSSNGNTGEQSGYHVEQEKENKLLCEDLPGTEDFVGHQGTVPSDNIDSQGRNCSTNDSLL
Menin MLL FP TR = qHTS Assay for Inhibitors Targeting the Menin-MLL Interaction in MLL Related Leukemias: Competition With Texas Red Labeled MLL-derived Mutant Peptide; O00255; Menin + Texas Red MLL mutant peptide, fluorescence polarization; Potency, µM (highest dose often 61.6 µM), for inactives: top-dose FP activity change, negative = inhibition, hits mostly inhibitors; 270,000 tested, 0.23% active; AID 1768, 2009; active = well fitted inhibition curve with a large enough effect in the polarisation, with a control signal flat, not every such curve was filed as active; inconclusive = small, poorly fitted or top-dose-only effect, or effect the other way, or a change in a side signal; inactive = no such curve, though single readings can be large or run the other way; the % refers to the polarisation; note: potency is the fitted concentration of half-maximal effect; % of control where 0% means no effect; many of its hits are not listed in these tables
Target sequence (O00255 whole entry, looked up): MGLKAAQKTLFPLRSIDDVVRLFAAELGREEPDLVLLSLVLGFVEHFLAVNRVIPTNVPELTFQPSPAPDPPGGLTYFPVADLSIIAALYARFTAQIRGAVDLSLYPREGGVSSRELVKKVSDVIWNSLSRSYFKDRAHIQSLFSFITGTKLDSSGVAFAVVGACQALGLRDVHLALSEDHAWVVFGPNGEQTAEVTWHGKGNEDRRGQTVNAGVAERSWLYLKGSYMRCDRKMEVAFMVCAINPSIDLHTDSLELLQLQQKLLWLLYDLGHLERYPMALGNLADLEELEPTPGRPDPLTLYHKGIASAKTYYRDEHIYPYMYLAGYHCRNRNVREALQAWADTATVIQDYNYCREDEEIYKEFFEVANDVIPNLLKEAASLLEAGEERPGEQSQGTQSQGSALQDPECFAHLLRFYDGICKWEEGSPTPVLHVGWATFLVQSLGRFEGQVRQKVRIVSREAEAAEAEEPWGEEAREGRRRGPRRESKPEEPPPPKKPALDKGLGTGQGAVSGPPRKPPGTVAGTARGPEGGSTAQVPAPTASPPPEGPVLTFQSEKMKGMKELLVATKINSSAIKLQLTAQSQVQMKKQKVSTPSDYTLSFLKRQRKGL
* hit, by the source's call; [ ] = another dose, or the depositor's remark. Unless noted, calls come from the whole dose curve; as a rule, active = well fitted curve in the direction sought with a large enough effect; inconclusive = small, poorly fitted or top-dose-only effect, or another doubt; inactive = no such curve, though single readings can be large; an effect the other way counts as inactive or inconclusive. Only part of the results is shown; count on the stated rates, not on these rows.

Results for NC(=O)c1ccccc1NC(=O)/C=C/c1ccc(Cl)cc1 ?
Giardia kill: -14; KCNH2 3.1 block: 5; Coupling enz: -1; PKM2 act: -5%; MLL CXXC-DNA inh: 23%; USP2a block: -2%; GALK inhibitor: -1%; hERG WT inh: -5; TRPV1 agonist: inconclusive; B2AR arrestin: 0.0%; Menin MLL FP TR: inconclusive

How did Cc1cc(C)n2c(SC(C)C(=O)NC3(C#N)CCCCC3)nnc2n1 (stereo not given) do in these assays?
Giardia kill: 2; KCNH2 3.1 block: -6; USP2a block: 3%; hERG WT inh: 8; TRPV1 agonist: -1; B2AR arrestin: -2.2%

Results for Cc1nn(-c2ccccc2)c(Cl)c1C(=O)NCC(C)c1ccccc1 (stereo not given) ?
Giardia kill: -17; KCNH2 3.1 block: -3; Coupling enz: 0; PKM2 act: 2%; MLL CXXC-DNA inh: 1%; USP2a block: -1%; GALK inhibitor: 0%; hERG WT inh: 4; TRPV1 agonist: inconclusive; B2AR arrestin: -0.9%; Menin MLL FP TR: -2%

How did O=C(CCCC(=O)N1CCN(c2ccccc2F)CC1)N1CCN(c2ccccc2F)CC1 do in these assays?
Giardia kill: -7; KCNH2 3.1 block: -5; Coupling enz: -1; PKM2 act: -2%; MLL CXXC-DNA inh: 7%; USP2a block: 0%; GALK inhibitor: -2%; hERG WT inh: -14; TRPV1 agonist: -1; B2AR arrestin: 0.3%; Menin MLL FP TR: inconclusive

How did CCOC(=O)c1nn(-c2ccccc2)c(-c2ccccc2)c1C(=O)c1ccccc1 do in these assays?
Giardia kill: -11; KCNH2 3.1 block: -11; Coupling enz: 0; PKM2 act: 0%; MLL CXXC-DNA inh: -2%; USP2a block: 3%; GALK inhibitor: 0%; hERG WT inh: -2; B2AR arrestin: -0.4%

How did O=C(CSc1n[nH]c(-c2ccccc2Cl)n1)NC1CCCCC1 do in these assays?
Giardia kill: 34[activator]; KCNH2 3.1 block: -13; Coupling enz: 6; MLL CXXC-DNA inh: -3%; USP2a block: 8%; GALK inhibitor: -2%; hERG WT inh: 6; TRPV1 agonist: 2; B2AR arrestin: -0.2%; Menin MLL FP TR: -19%

How did CCC(=O)Nn1c(C2CCC2)nc2ccccc2c1=O do in these assays?
Giardia kill: 1; KCNH2 3.1 block: 15; Coupling enz: 2; PKM2 act: 3%[11.5 µM]; MLL CXXC-DNA inh: 2%; USP2a block: 0%; GALK inhibitor: -2%; hERG WT inh: -9; TRPV1 agonist: 2; B2AR arrestin: -0.3%; Menin MLL FP TR: -5%

How did Cc1c(Cl)cccc1NC(=S)N(CCN(C)C)C(C)c1ccccn1 (stereo not given) do in these assays?
Giardia kill: 15; KCNH2 3.1 block: 8; Coupling enz: 3; PKM2 act: 3%; MLL CXXC-DNA inh: 2%; USP2a block: -1%; GALK inhibitor: 4%; hERG WT inh: -6; TRPV1 agonist: 5; B2AR arrestin: -0.1%; Menin MLL FP TR: -11%

How did Cc1cccc(C)c1NS(=O)(=O)c1c(C)[nH]c(=O)[nH]c1=O do in these assays?
Giardia kill: 5; KCNH2 3.1 block: 8; Coupling enz: 1; PKM2 act: 3%; MLL CXXC-DNA inh: -1%; USP2a block: -2%; GALK inhibitor: 3%; hERG WT inh: -1; TRPV1 agonist: -2; B2AR arrestin: -0.9%; Menin MLL FP TR: -11%

Results for COCCCNC(=O)CS(=O)Cc1nc(-c2cccc(OC)c2)oc1C (stereo not given) ?
Giardia kill: -7; KCNH2 3.1 block: 3; Coupling enz: -2; PKM2 act: 6%; MLL CXXC-DNA inh: -2%; USP2a block: 0%; GALK inhibitor: 1%; hERG WT inh: -13; TRPV1 agonist: -5; B2AR arrestin: 0.1%; Menin MLL FP TR: 0%

How did COc1ccc(C(=O)n2cc(C(=O)c3cc(C)ccc3O)cn2)cc1OC do in these assays?
Giardia kill: -3; KCNH2 3.1 block: -1; Coupling enz: -2; PKM2 act: -16%; MLL CXXC-DNA inh: inconclusive; USP2a block: -1%; GALK inhibitor: -1%; hERG WT inh: 6; TRPV1 agonist: -5; B2AR arrestin: 0.0%; Menin MLL FP TR: -6%

How did CCc1c(C(=O)Nc2ccc(OC)c(Cl)c2)[nH]c(C)c1C(C)=O do in these assays?
Giardia kill: 1; KCNH2 3.1 block: -3; Coupling enz: -1; PKM2 act: -3%; MLL CXXC-DNA inh: -13%; USP2a block: 0%; GALK inhibitor: -1%; hERG WT inh: -3; TRPV1 agonist: 11; B2AR arrestin: 0.3%; Menin MLL FP TR: 34%[activator]

What do the screens show for `O=C(NC1CC1)C1CCN(C(=O)c2ccc(Cl)cc2Cl)CC1`?
Giardia kill: 5; KCNH2 3.1 block: 26; Coupling enz: 2; PKM2 act: 2%; MLL CXXC-DNA inh: 5%; USP2a block: -2%; GALK inhibitor: -1%; hERG WT inh: -9; TRPV1 agonist: -2; B2AR arrestin: -1.2%; Menin MLL FP TR: 1%

How did Cc1ccsc1/C=N/NC(=O)c1ccc2ccccc2c1 do in these assays?
Giardia kill: 3; KCNH2 3.1 block: -3; Coupling enz: -2; PKM2 act: -1%; MLL CXXC-DNA inh: 12%; USP2a block: 2%; GALK inhibitor: 0%; hERG WT inh: 4; TRPV1 agonist: 26; B2AR arrestin: -1.0%; Menin MLL FP TR: inconclusive

Results for COCCC(=O)N1CCC(Oc2ccc(C(=O)N3CCCCCC3)cc2)CC1 ?
Giardia kill: -14; KCNH2 3.1 block: 4; Coupling enz: -1; MLL CXXC-DNA inh: -2%; USP2a block: -1%; GALK inhibitor: -2%; hERG WT inh: -3; TRPV1 agonist: 0; B2AR arrestin: 0.3%; Menin MLL FP TR: 5%

What do the screens show for `Cc1ccc2nc(SCC(=O)NC3CC3)[nH]c2c1`?
Giardia kill: -17; KCNH2 3.1 block: 8; PKM2 act: -1%; MLL CXXC-DNA inh: 10%; USP2a block: 3%; GALK inhibitor: -1%; hERG WT inh: 8; TRPV1 agonist: 12; B2AR arrestin: -0.3%

How did CN(C)c1ccc(CNc2nc(-c3ccccc3)nn2S(C)(=O)=O)cc1 do in these assays?
Giardia kill: -1; KCNH2 3.1 block: -4; Coupling enz: -1; PKM2 act: 2%; MLL CXXC-DNA inh: -8%; USP2a block: 0%; GALK inhibitor: -2%; hERG WT inh: -23; TRPV1 agonist: 3; B2AR arrestin: -1.1%; Menin MLL FP TR: -22%

How did CCN(CC)S(=O)(=O)c1ccc2c(c1)nc(SCC(=O)NCC1CCCO1)n2CC (stereo not given) do in these assays?
Giardia kill: -5; KCNH2 3.1 block: -15; USP2a block: -1%; hERG WT inh: -9; TRPV1 agonist: 0; B2AR arrestin: 4.3%

Results for CCCCn1c(=O)n(CC(=O)Nc2ccc(OC)c(Cl)c2)c(=O)c2c1nc(CO)n2CCC ?
Giardia kill: -3; KCNH2 3.1 block: -10; Coupling enz: 3; PKM2 act: 1%; MLL CXXC-DNA inh: -3%; USP2a block: 2%; GALK inhibitor: 0%; hERG WT inh: -13; TRPV1 agonist: -7; B2AR arrestin: -0.3%; Menin MLL FP TR: 2%

How did CC(=O)Nc1ccc(S(=O)(=O)NCCc2cc3c(C)ccc(C)c3[nH]c2=O)cc1 do in these assays?
Giardia kill: -10; KCNH2 3.1 block: 2; Coupling enz: 1; PKM2 act: -2%; MLL CXXC-DNA inh: -6%; USP2a block: -1%; GALK inhibitor: 0%; hERG WT inh: -4; TRPV1 agonist: -3; B2AR arrestin: -0.1%; Menin MLL FP TR: 22%

How did CCOC(=O)N1CCN(C2=CC(=O)OC23CCCCC3)CC1 do in these assays?
Giardia kill: 11; KCNH2 3.1 block: 6; Coupling enz: 0; PKM2 act: 0%; MLL CXXC-DNA inh: -3%; USP2a block: -4%; GALK inhibitor: 1%; hERG WT inh: -2; TRPV1 agonist: 2; B2AR arrestin: 0.0%; Menin MLL FP TR: -8%
